LAP4 TOR yeast: modulators of LAP4-GFP expression in yeast, primary screen, S. cerevisiae, multiplex flow cytometry, MLPCN library; 3 h; median GFP as percent of DMSO wells; GFP response vs DMSO, % at 10 µM; actives 0.34% (n = 320,000);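 active means GFP response vs DMSO above a set limit, about the screen mean plus 3 SD, cut at about 150% in these data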
AHR act: AHR activators, primary screen, cell-based, luminescence, luciferase reporter, human; AHR-responsive luciferase reporter cells; actives 2.5% (n = 320,000); activation, % at 5 µM; Aryl hydrocarbon receptor (Homo sapiens), P35869; in the data active means activation above about 47%;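 further: 0% = vehicle wells and 100% = reference agonist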
EBNA-1 inhibitor: EBNA-1 DNA-binding inhibitors, primary screen, biochemical, fluorescence polarization; inhibition, % at 14.8 µM; actives 0.34% (n = 300,000); AID 1950, 2009; in the data active means inhibition above about 28%
ZTA counter: blocks Epstein-Barr virus ZTA, an EBNA-1 counter-screen. P03206. ZTA-DNA binding, fluorescence polarization. inhibition, % at 11 µM. actives 0.15% (n = 320,000). AID 2234; in the data active means inhibition above about 33%
procasp3 activ: activators of human procaspase-3 D3A mutant, primary screen, biochemical, absorbance, PC-3 D3A mutant, single concentration | actives 0.11% (n = 330,000) | recombinant procaspase-3 D3A, Ac-DEVD-pNA absorbance 405 nm | AID 463141, 2010 | activation, % at 8.5 µM;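 active means activation above the mean of all tested compounds plus 3 SD, cut at about 21% in these data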;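 further: 0% = DMSO alone and 100% = DMSO wells spiked with extra 5 µM PC-3 D3A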
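assay system = Procaspase-3 D3A mutant | signal = absorbance at 405 nm, 0 and 120 min | times = 1 h preincubation plus 2 h reaction at 25 °C | repeats = single replicate | read-out = % activation between DMSO and enzyme-spiked controls | medium = Zinc-free HEPES saline buffer with Triton X-100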
RPL19A TOR yeast: RPL19A-GFP expression modulators in yeast, primary screen, cell-based, S. cerevisiae, multiplex flow cytometry, MLPCN; S. cerevisiae RPL19A-GFP strain, 3 h; active compounds read low; percent response vs DMSO, % at 10 µM; actives 0.3% (n = 330,000);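 active means percent response vs DMSO below 50%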;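 further: median channel GFP fluorescence of the barcoded RPL19A-GFP strain; ratio of sample median GFP to plate DMSO average so 100% = DMSO; lower means less RPL19A-GFP as with rapamycin TOR inhibition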
MEP2 TOR yeast: modulators of MEP2-GFP levels in yeast, primary screen, S. cerevisiae, multiplex flow cytometry, MLPCN library; S. cerevisiae MEP2-GFP strain, 3 h; 100% = DMSO control level; GFP response vs DMSO, % at 10 µM; actives 0.51% (n = 330,000);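 active means GFP response versus DMSO above a set limit, roughly screen mean plus 3 SD, cut at about 180% in these data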;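 further: median GFP fluorescence of the barcode-gated MEP2-GFP cells per well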
procasp7 counter: procaspase-7 activators, primary screen, counter-screen for procaspase-3 activator project, biochemical, absorbance, HTS, human; Caspase-7 (Homo sapiens), P55210; recombinant procaspase-7, Ac-DEVD-pNA absorbance 405 nm; D23A/D198A/D206A triple mutant, cannot self-cleave; scale: DMSO 0, 5 µM enzyme 100; activation, % at 8.5 µM; actives 0.093% (n = 330,000);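 active means percent activation above the screen-wide mean plus 3 SD, cut at about 25% in these data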
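signal = Epi-absorbance of released pNA at 405 nm, two timepoints | assay system = Uncleavable procaspase-7 mutant enzyme | reagent = Ac-DEVD-pNA substrate, 400 µM as added | times = 1 h enzyme–compound preincubation and 2 h substrate reaction, both 25 °C | benchmarks = low DMSO alone, high DMSO plus 5 µM PC-7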
Active calls of the source: *; nt = not tested or not shown.

The first four compounds, ahead of the listing:
SMILES	LAP4 TOR yeast	AHR act	EBNA-1 inhibitor	ZTA counter	procasp3 activ	RPL19A TOR yeast	MEP2 TOR yeast	procasp7 counter
C/C(N)=C(/C#N)C(=O)COC(=O)CNC(=O)c1ccc(Cl)cc1Cl	99	3	-1	-1	0	101	68	2
N=C1/C(=C/c2ccco2)C(=O)N=C2SC(CC(=O)N3CCCC3)=NN12	88	5	-5	-7	7	100	102	1
CC(=O)N1CCN(C(=O)c2cc(-c3ccc(C)o3)nc3ccccc23)CC1	103	-1	7	6	3	98	103	-2
Cc1cccc(C2=NNC(=O)C(c3ccc(Cl)cc3)C2)c1 (stereo unspecified)	85	3	15	8	0	99	86	2

The whole of this part, previewed entries included:
SMILES	LAP4 TOR yeast	AHR act	EBNA-1 inhibitor	ZTA counter	procasp3 activ	RPL19A TOR yeast	MEP2 TOR yeast	procasp7 counter
C/C(N)=C(/C#N)C(=O)COC(=O)CNC(=O)c1ccc(Cl)cc1Cl	99	3	-1	-1	0	101	68	2
N=C1/C(=C/c2ccco2)C(=O)N=C2SC(CC(=O)N3CCCC3)=NN12	88	5	-5	-7	7	100	102	1
CC(=O)N1CCN(C(=O)c2cc(-c3ccc(C)o3)nc3ccccc23)CC1	103	-1	7	6	3	98	103	-2
Cc1cccc(C2=NNC(=O)C(c3ccc(Cl)cc3)C2)c1 (stereo unspecified)	85	3	15	8	0	99	86	2
Cc1ccc(C)c(N2CCN(C(=O)c3ccc(NS(=O)(=O)c4c(C)noc4C)cc3)CC2)c1	108	1	-9	7	3	97	112	18
CCCCN(C(=O)c1cc2ccccc2o1)c1c(N)n(CC(C)C)c(=O)[nH]c1=O	90	2	11	5	-1	105	101	-5
Cc1ccc(C(=O)NCCCN2CCOCC2)c(Cl)c1	94	3	-3	3	-4	104	107	0
CCOC(=O)Nc1ccc2c(COC(=O)CNS(=O)(=O)c3ccc(NC(C)=O)cc3)cc(=O)oc2c1	104	-5	13	6	7	106	105	13
CC1(C)OC(=O)C2(Cc3ccccc3N3CCCCC32)C(=O)O1 (stereo unspecified)	95	0	-21	-6	11	98	95	9
CC(Oc1ccc(Cl)cc1)c1ccc(C#N)c(=O)[nH]1 (stereo unspecified)	94	-1	13	11	-3	104	100	10
Cc1ccc(C2c3c(-c4ccccc4O)n[nH]c3C(=O)N2Cc2ccncc2)cc1 (stereo unspecified)	91	14	-2	8	-4	99	100	3
Cc1ccc(C)n1-n1cnc2scc(-c3cccs3)c2c1=O	88	2	3	17	4	89	89	9
COc1ccc(C2C3CCCCC3(O)CCN2C(=O)c2cccs2)cc1 (stereo unspecified)	105	0	-2	6	-3	100	103	0
CCOC(=O)CN1C(=O)S/C(=C\c2ccc3c(c2)OCO3)C1=O	94	1	-4	8	3	106	99	-1
COc1ccc(/C=N/Nc2nc(C)c([N+](=O)[O-])c(N(C)c3ccccc3)n2)cc1OC	103	8	6	-3	4	98	103	9
CCc1cccc(NC(=O)CSc2nnc(Cc3ccc(OC)cc3)c(=O)[nH]2)c1	102	3	-4	3	3	100	104	9
COc1cc(OC)c(C(=O)NC2CCCCCC2)cc1OC	99	5	11	8	3	100	104	10
CC1CCCN(C(=O)COC(=O)c2ccc3[nH]c4c(c3c2)CCCC4)C1 (stereo unspecified)	110	0	6	5	9	104	105	4
COc1nc(N(C)C)nc(N(C)c2cc(Cl)cc(Cl)c2)n1	95	12	-10	0	3	102	108	3
COc1ccc(NC(=O)C2Cc3cccc(OC)c3O/C2=N\O)cc1 (stereo unspecified)	91	14	-1	4	-3	101	107	-7
COc1ccc(N/C=C\C(=O)c2ccc3c(c2)OCO3)cc1OC	98	1	4	-4	-7	108	101	-18
Cc1c(C(=O)OCC(=O)c2c(N)n(CC(C)C)c(=O)n(C)c2=O)oc2ccccc12	99	3	3	-9	10	100	101	6
C#CCN1C(=O)S/C(=C\c2ccc(-c3ccc(Cl)c(C(=O)O)c3)o2)C1=O	84	4	6	11	-3	106	124	-2
NC(=O)c1cnn(Cc2ccc(Cl)cc2)c1N	108	1	0	-11	9	108	99	-6
COc1ccc(CCn2c(-c3ccc(C(C)(C)C)cc3)n[nH]c2=S)cc1OC	118	5	-2	16	-10	109	115	-24
COc1cc(C2C(C(=O)c3ccco3)=C(O)C(=O)N2Cc2cccnc2)cc(OC)c1OC (stereo unspecified)	85	3	-1	7	-2	95	93	-22
COc1ccc(C2/C=C\CN(C(=O)C3CCCC3)CC(=O)N2Cc2ccc(F)cc2)cc1 (stereo unspecified)	89	0	12	6	-3	98	101	-7
O=C(NCCC(=O)N1CCN(c2ccccc2O)CC1)c1ccc(Cl)cc1	109	8	2	-7	-1	103	102	-6
Cc1ccc(/C=C/C(=O)OCC(=O)NC(=O)NCc2ccccc2)cc1	109	-1	nt	2	-1	106	98	4
CCOC(=O)c1nc(C(=O)NCc2ccc(C)cc2)nc2ccccc12	110	14	nt	nt	5	110	102	1
CN(C)C(CNC(=O)C1CCN(C(=O)/C=C/c2ccccc2)CC1)c1ccccc1 (stereo unspecified)	89	5	-6	5	-5	100	106	2
CC(C)CC(=O)N1CCN(Cc2ccc(Cl)cc2)CC1	109	1	-3	-10	2	98	107	1
C/C(=N/NC(=O)C1COc2ccccc2O1)c1ccco1 (stereo unspecified)	87	13	11	9	0	111	107	3
COc1ccc2c(c1)nc(N)n2Cc1ccccc1	95	5	-2	9	7	96	110	4
COc1ccc(NC(=S)NC(=O)c2ccc3c(c2)OCCO3)cc1	103	3	nt	nt	-5	101	101	-13
Cc1cc(NC(CC(C)C)C(=O)O)nc(Cc2ccccc2)n1 (stereo unspecified)	94	-3	-6	8	-2	94	100	2
CC1(C)CC(=O)C2=C(C1)OC(N)=C(C#N)C21CCN(Cc2ccccc2)CC1	92	2	-5	9	-2	98	114	-3
Cc1ccc(S(=O)(=O)N(C)C)cc1NC(=O)COC(=O)/C=C/c1ccc(F)cc1	110	2	-3	-6	-4	101	100	1
COC(=O)c1cc(CSc2nc3ccc(C)cc3[nH]2)oc1C	101	-1	8	10	4	90	100	6
NC(=O)Nc1ccc(Oc2ncc(C(F)(F)F)cc2Cl)cc1	98	0	-12	-21	0	98	100	-3
COC(=O)C1=C(C)N(Cc2ccccc2)C(=NCc2cccc(Cl)c2)N[C@H]1c1ccccc1	78	-2	nt	nt	-6	102	93	3
Cc1cc(NC(=O)c2ccc(C)s2)n(-c2nc3ccccc3[nH]2)n1	93	19	11	2	12	104	98	4
CC(=O)N(C(C)=O)c1nc(-c2ccccc2)cn1/N=C/c1cccc([N+](=O)[O-])c1	109	49*	5	10	-2	98	100	-2
CS(=O)c1nc(-c2ccc(Br)cc2)cc(-c2ccccc2)c1C#N (stereo unspecified)	109	-1	-6	0	-13	91	95	1
CCOC(=O)c1c(NC(=O)CCS(=O)(=O)c2ccccc2)sc2c1CCN(C(C)C)C2	102	4	-11	-7	13	102	101	13
CC(C)c1ccc(NC(=O)CCNC(=O)N2CC(=O)Nc3ccccc32)cc1	94	10	1	2	8	97	92	-1
O=C(COC(=O)c1cccc(S(=O)(=O)N2CCOCC2)c1)Nc1ccc(Cl)cn1	107	3	nt	-3	6	100	101	10
O=C(CC(=O)N/N=C/c1c(Cl)cccc1Cl)NCc1cccnc1	105	7	9	10	1	111	98	2
Cc1cc(C(=O)O)ccc1N/C=C1\CCCC(C)C1=O (stereo unspecified)	105	1	-17	-3	-8	88	90	2
Cc1c(NC(=O)c2ccc(Cl)c(S(=O)(=O)N3CCOCC3)c2)c(=O)n(-c2ccccc2)n1C	104	3	-15	-7	1	99	94	-10
Cc1sc(NC(=O)COc2cccc(-n3cnnn3)c2)c(C#N)c1C	97	-2	16	-22	-6	100	99	4
CC(C)c1ccc2nc(N)sc2c1	91	8	3	4	-7	94	88	3
CCN(CC)CCCNC(=O)CC1Sc2ccccc2NC1=O (stereo unspecified)	105	2	7	7	-10	103	105	-3
CCN(CC)c1ccc(NC(=O)c2cccc(OC)c2)c(C)c1	102	-4	2	-8	-6	101	99	1
C=CCOC(=O)C1=C[C@H](C2CCCCC2)C[C@H](OCc2ccc(CO)cc2)O1	nt	0	10	12	-2	nt	nt	-1
O=C(/C=C/c1c(Cl)nc2ccccn12)Nc1ccc(F)cc1	112	9	8	12	-20	99	95	-67
CSc1nsc(SC)c1NC(=O)OCC1CCCO1 (stereo unspecified)	100	0	-7	-4	-11	96	101	-25
O=C1CC2(CCN(C(=O)c3ccc(Cl)cc3)CC2)Oc2ccccc21	107	-1	14	0	-8	98	100	1
N/C(=N\OC(=O)Cc1cccs1)c1ccc(Cl)cc1	99	-2	1	-13	-3	96	97	2
Cc1oc(-c2ccccc2Cl)nc1CN1CCCCC1c1cccnc1 (stereo unspecified)	122	2	-7	-15	0	96	101	3
Continuation.
SMILES	LAP4 TOR yeast	AHR act	EBNA-1 inhibitor	ZTA counter	procasp3 activ	RPL19A TOR yeast	MEP2 TOR yeast	procasp7 counter
CCn1c(COc2ccc(=O)n(-c3ccccc3)n2)n[nH]c1=S	95	5	8	11	-14	102	105	-3
CN(C1=NS(=O)(=O)c2ccccc21)c1ccc(OC(=O)c2ccccc2)cc1	92	0	-19	-1	0	107	106	0
O=C(Nc1ccc(N2CCOCC2)cc1)C1CCCN(S(=O)(=O)c2cccc(C(F)(F)F)c2)C1 (stereo unspecified)	100	5	-14	-1	4	97	97	-6
CC(C)OC(=O)CSc1nnc(CNc2ccc(Cl)cc2)n1C	100	3	2	-3	9	105	106	-3
COC(=O)Cc1csc(/N=C/c2c(O)n(-c3cccc(C(F)(F)F)c3)c(=O)c3ccccc23)n1	87	-1	-6	-5	-3	92	108	0
CCCCn1c(N)c(N(CCOC)C(=O)CN2c3ccccc3CC2C)c(=O)[nH]c1=O (stereo unspecified)	103	2	-1	-4	-8	96	97	0
O=C1CCCN1CCCNS(=O)(=O)c1ccccc1	106	2	0	-1	1	102	100	5
O=S(=O)(Nc1cccnc1)c1cccc(C(F)(F)F)c1	97	3	-2	-9	9	102	102	-8
Fc1ccccc1CSc1nnnn1-c1ccc2c(c1)OCO2	105	26	-6	-3	-4	94	90	10
Cc1cc(C(=O)N/N=C2\CC(=O)CC(C)(C)C2)c(C)n1-c1ccc(F)cc1	nt	-3	-14	-12	3	nt	nt	0
CCOC(=O)c1nn(-c2ccc(Br)cc2)cc1C(=O)c1cccc2ccccc12	96	0	5	-5	-4	100	96	2
CN(C)CCNC(=O)/C(=C/c1cccc([N+](=O)[O-])c1)NC(=O)c1ccccc1	82	2	-4	9	4	95	101	14

Compound profiles (already shown):
`O=C1CCCN1CCCNS(=O)(=O)c1ccccc1` is entered as LAP4 TOR yeast: 106; AHR act: 2; EBNA-1 inhibitor: 0; ZTA counter: -1; procasp3 activ: 1; RPL19A TOR yeast: 102; MEP2 TOR yeast: 100; procasp7 counter: 5
`CC(C)OC(=O)CSc1nnc(CNc2ccc(Cl)cc2)n1C` is entered as LAP4 TOR yeast: 100; AHR act: 3; EBNA-1 inhibitor: 2; ZTA counter: -3; procasp3 activ: 9; RPL19A TOR yeast: 105; MEP2 TOR yeast: 106; procasp7 counter: -3

Next section
SMILES	LAP4 TOR yeast	AHR act	EBNA-1 inhibitor	ZTA counter	procasp3 activ	RPL19A TOR yeast	MEP2 TOR yeast	procasp7 counter
COC(=NC(C)C)NC(C)C	90	2	1	2	6	100	99	3
O=C(NNC(=O)c1cccc(S(=O)(=O)N2CCN(c3ccccc3)CC2)c1)c1ccc(Cl)cc1	90	0	-1	-1	-6	110	92	-2
CCN(CC)c1ccc(C2Nc3cccc4cccc(c34)N2)c(O)c1	112	71*	-19	-11	-4	102	106	0
CC(C)CC(C(=O)Nc1oc(-c2ccco2)c(-c2ccco2)c1C#N)N1C(=O)c2ccccc2C1=O (stereo unspecified)	102	3	-4	5	-4	102	107	-3
